Source: PubChem
Abeta yeast res: compounds reversing amyloid beta toxicity in yeast; Potency, µM (doses to about 46.1 µM), for the others: at the top dose growth rescue, hits mostly activators; 0.063% of 410,000 active; yeast expressing A-beta42, growth rescue, OD600, 48 h; response scale: 0% DMSO, 100% iron-clioquinol control; AID 1347071; further: potency means the concentration at half of the fitted maximal effect; nearly all actives have a fitted effect of over 55% in size
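Growth rescue measured by 600 nm absorbance after 48 h yeast culture at 30 C with compound. Values normalized between DMSO and an equimolar ferric chloride plus clioquinol control.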
FUS suppressor: FUS proteinopathy suppression in yeast. S. cerevisiae FUS-expressing, growth rescue, OD600, 24 h. Potency, µM (series often up to 76.6 µM), inactives show at the top dose growth rescue (activation), most hits filed as activators. 0.24% of 390,000 active;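 further: potency means the concentration at half of the fitted maximal effect; plate controls were DMSO vehicle for no effect and reference control for full effect; nearly all actives have a fitted effect of over 55% in size; some results filed as inactive show a strong effect at the top dose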
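Yeast expressing FUS under galactose induction, OD 0.005 in 2% galactose medium; compounds in a dilution series, 24 h at 30C. Growth rescue by absorbance at 600 nm; CP55940 positive control, DMSO negative.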
GLP1R cytotox: cytotoxicity in counter-screen for GLP-1R inverse agonists; HEK293 cAMP-luciferase reporter cells, luminescence, 24 h; Potency, µM (titrated, usually from 38.3 µM), inactives show at the highest dose activity change, negative = inhibition, usual class: inhibitors; 0.13% of 410,000 active; AID 624418;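 further: loss of luciferase light is scored as toxicity; potency means the concentration at half of the fitted maximal effect; on the % scale 0 is the no-effect control and ±100 the full control effect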
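Step one: seed cells (200 cells/uL, DMEM with 10% Nu serum, 1% pen-strep). Step two: 12-hour incubation at 37 deg C. Step three: pin 23 nL compound, incubate 24 hr. Step four: add luciferase reagent, read luminescence 12 min later.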
Mm-Cpn inhibitor: M. maripaludis TRiC chaperonin inhibition. 0.031% of 330,000 active. Potency, µM (series often up to 76.9 µM), inactives show top-dose activity, negative = inhibition, most hits filed as inhibitors. purified Mm-Cpn ATPase, ADP Transcreener TR-FRET; further: potency means the concentration at half of the fitted maximal effect; on the % scale 0 is the no-effect control and ±100 the full control effect; nearly all actives have a fitted effect of over 80% in size
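Compound-treated chaperonin, 25 nM final, turns over 10 uM ATP at 37°C for 30 min following a 10 min preincubation; ADP generated competes with ADP-d2 for Eu-cryptate antibody, lowering FRET.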
TDP43 rescue: TDP-43 toxicity inhibition in yeast; TDP-43 expressing yeast growth rescue, BacTiter-Glo, 24 h; 1.8% of 410,000 active; Potency, µM (titrated, usually from 46.1 µM), inactives show at the highest dose growth rescue (activation), usual class: activators; AID 652104; further: potency means the concentration at half of the fitted maximal effect; % of control where 0% means no effect; nearly all actives have a fitted effect of over 50% in size
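Readout is BacTiter-Glo luminescence of cell growth, so inhibitors register as activators. TDP-43-expressing yeast at OD600=0.02 in galactose medium, after raffinose pregrowth to mid-log, were incubated with compound for 24 hr at 30 deg C.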
GLP1R inv ag: inverse agonists of human GLP-1 receptor; 1.6% of 410,000 active; P43220; AID 624417; Potency, µM (top dose mostly 38.3 µM), without a hit: at the highest dose activity change, negative = inhibition, usual class: inhibitors; HEK293 GLP-1R CRE-luciferase, luminescence, 24 h; GLP-1R form is constitutively active; further: potency means the concentration at half of the fitted maximal effect; on the % scale 0 is the no-effect control and ±100 the full control effect; nearly all actives have a fitted effect of over 55% in size
Target sequence (P43220 whole entry, looked up): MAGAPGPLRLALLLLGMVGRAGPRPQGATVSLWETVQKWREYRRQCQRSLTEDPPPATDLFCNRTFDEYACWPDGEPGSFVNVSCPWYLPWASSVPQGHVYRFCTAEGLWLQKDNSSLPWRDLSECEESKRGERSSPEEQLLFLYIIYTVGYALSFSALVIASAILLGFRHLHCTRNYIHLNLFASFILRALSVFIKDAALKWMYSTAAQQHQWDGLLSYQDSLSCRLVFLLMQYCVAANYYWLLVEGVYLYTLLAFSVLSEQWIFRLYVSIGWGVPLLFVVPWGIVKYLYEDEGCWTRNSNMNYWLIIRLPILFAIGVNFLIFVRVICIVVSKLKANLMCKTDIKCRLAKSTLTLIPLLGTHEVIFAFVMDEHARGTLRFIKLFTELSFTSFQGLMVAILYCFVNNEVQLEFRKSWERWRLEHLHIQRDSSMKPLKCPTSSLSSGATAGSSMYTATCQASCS
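Using stably transfected HEK293 (constitutively active GLP-1R, cAMP-luciferase reporter), compounds were incubated 24 hr and luciferase measured by luminescence.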
PTHR1 ag: PTHR1 (human) receptor agonism. Q03431. AID 743266. HEK293 GP2 PTHR1 cells, GloSensor cAMP luminescence, 1 h. Potency, µM (series often up to 115 µM), inactives show at the highest dose activation, usual class: activators. 0.075% of 410,000 active; further: potency means the concentration at half of the fitted maximal effect; nearly all actives have a fitted effect of over 55% in size; some results filed as inactive show a strong effect at the top dose; inactives centre near -15; many of its hits are not listed in these tables
Target sequence (Q03431 whole entry, looked up): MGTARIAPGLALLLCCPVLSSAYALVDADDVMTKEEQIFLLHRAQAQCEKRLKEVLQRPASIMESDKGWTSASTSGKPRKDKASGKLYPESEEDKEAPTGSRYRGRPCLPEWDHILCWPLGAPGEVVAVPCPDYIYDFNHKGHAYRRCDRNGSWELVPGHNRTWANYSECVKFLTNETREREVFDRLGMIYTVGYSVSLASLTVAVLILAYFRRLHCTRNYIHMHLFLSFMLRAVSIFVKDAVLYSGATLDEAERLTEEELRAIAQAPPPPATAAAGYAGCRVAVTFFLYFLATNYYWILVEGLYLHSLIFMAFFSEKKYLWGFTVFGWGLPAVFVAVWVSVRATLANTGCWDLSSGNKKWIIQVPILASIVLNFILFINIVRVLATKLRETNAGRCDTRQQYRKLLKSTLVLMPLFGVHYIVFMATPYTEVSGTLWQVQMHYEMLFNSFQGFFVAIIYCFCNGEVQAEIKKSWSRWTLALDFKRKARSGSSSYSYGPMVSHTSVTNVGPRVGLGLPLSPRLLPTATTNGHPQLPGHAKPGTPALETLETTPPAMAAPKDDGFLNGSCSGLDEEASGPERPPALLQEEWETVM
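HEK-293-derived GP2 cells expressing PTHR1 and a GloSensor cAMP reporter, 3,000/well, plated overnight, given luciferin plus IBMX (each 0.5 mM as added) for 1 h at 37 °C, then compound for 1 h at 37 °C. Luminescence was read after 15 min at room temperature.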
aSyn yeast inh: inhibitors of alpha-synuclein toxicity in yeast | Yeast expressing alpha-synuclein, growth rescue, BacTiter-Glo, 24 h | 0.14% of 370,000 active | AID 652106 | Potency, µM (titrated, usually from 46.1 µM), for the others: at the top dose growth rescue (activation), usual class: activators; further: potency means the concentration at half of the fitted maximal effect; % of control where 0% means no effect; nearly all actives have a fitted effect of over 65% in size
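Rescue of yeast growth: cells expressing toxic alpha-synuclein, induced in galactose at OD600 0.02, incubated with compound 24 h at 30 C. ATP luminescence quantified growth; inhibitors of toxicity appear as activators.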
pAkt inh: inhibitors of Akt phosphorylation; activity change, % for hits at 50 µM; Neuro2A IGF-stimulated pAkt S473 HTRF, 20 min; hits give low values; 0.32% of 360,000 active; in the data active means activity change below about -80%; inconclusive means mostly about -51% to -80%; further: on the % scale 0 is the no-effect control and ±100 the full control effect
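Neuro2A cells in DMEM with 0.5% FBS, overnight at 37 deg C, given compound at single 50 µM final, then IGF (6 nM final) for 20 min at 37 deg C. Lysed; phospho-Akt Ser473 by HTRF after 24 h, 665/615 ratio.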
Starred values were filed as active, the others as inactive; i = inactive; ? = inconclusive; nt = not tested or not shown; & = joins results of further samples; [ ] = dose if it differs, or a comment. Unless noted, the call rests on the fitted dose curve; in most records, active means well fitted curve in the direction sought with a large enough effect; inconclusive means small, poorly fitted or top-dose-only effect, or another doubt; inactive means no such curve, though single readings can be large; an effect the other way counts as inactive or inconclusive. The list is partial; the hit share may differ from the screen's.

SMILES	Abeta yeast res	FUS suppressor	GLP1R cytotox	Mm-Cpn inhibitor	TDP43 rescue	GLP1R inv ag	PTHR1 ag	aSyn yeast inh	pAkt inh
COc1ccc([C@H]2CC(=O)C=C(c3ccc(C)c([N+](=O)[O-])c3)C2)cc1	0.2%	?	-0.1%	-3.2%	35.5µM*	?	-12.1%	2.1%	i
COc1cc(C(=O)N2CCC(N3CCCCCC3)CC2)cc(OC)c1OC	-0.8%	-16.9%	-14.5%	nt	-8.5%	0.2%	-13.3%	-1.5%	-122.0%*
Cc1cccc(NC(=O)CS(=O)(=O)c2cn(C)c3ccccc23)c1C	-0.9%	5.4%	-21.7%	2.7%	5.8%	0.4%	-22.3%	4.9%	i
Nc1ncccc1OCc1ccc(Br)cc1	-10.0%	10.9%	2.8%	1.4%	4.3%	-17.3%	-28.5%	1.9%	i
Cc1cccc(OCC(=O)N(Cc2ccc(C(C)C)cc2)Cc2ccco2)c1C	-5.0%	23.0%	1.7%	nt	-2.8%	?	-5.4%	nt	nt
CCCCOc1ccc(CSc2ncn[nH]2)cc1	-9.2%	4.7%	-5.1%	-0.2%	16.8%	1.5%	-17.2%	0.0%	i
COc1ccc(C2(C(N)=O)CCCCC2)cc1OC	-0.8%	-5.6%	-0.2%	0.3%	-12.4%	6.7%	?	-4.5%	i
COCCCn1c(SCC(=O)N2CCCC2=O)nc2ccccc2c1=O	1.2%	22.3%	0.2%	nt	7.6%	13.3%	-17.2%	?	i
O=C(NNC(=O)c1sc2cccc(Cl)c2c1Cl)NC1CCCCC1	8.2%	41.9%	17.1%	0.9%	-6.4%	-5.3%	-12.1%[57.5 µM]	-2.6%	i
COC(=O)[C@H](CCSC)NC(=O)Cn1ccc(NC(=O)OCc2ccccc2)nc1=O	5.4%	-11.7%	2.7%	-1.2%	15.1%	-7.4%	i	3.5%	i
CC(C)n1nnnc1-c1ccc(Cl)cc1	6.4%	-12.8%	-9.5%	-2.8%	-2.5%	-9.1%	-7.9%	2.7%	i
CC(NC(=O)c1ccco1)c1ccc2c(c1)OCO2 (configuration not stated)	9.4%	-3.3%	9.0%	1.8%	?	11.9%	-3.7%	-0.1%	i
Cc1ccc(SCC2CNc3nc4ccccc4c(=O)n32)c(C)c1 (configuration not stated)	3.2%	-9.1%	-20.0%	2.5%	-6.8%	-16.9%	i	5.1%	i
Cc1cccc(NC(=O)c2cccc(NC3=NC4CS(=O)(=O)CC4S3)c2)c1 (configuration not stated)	-10.5%	0.0%	-2.1%	1.6%	-2.5%	-0.5%	i	-3.3%	i
C1CCN=C(Nc2nn[nH]n2)CC1	-1.8%	10.6%	0.3%	-16.5%	22.9%	5.4%	-8.3%	-0.5%	i
CSc1ncccc1C(=O)OCC(=O)N1CCN(C(=O)c2ccco2)CC1	-13.8%	-4.8%	-5.0%	-2.8%	-1.3%	0.0%	i	-4.9%	i
CCc1nnc(SCc2nc(-c3cccc(C)c3)oc2C)c2cc3sc(C)cc3n12	-7.8%	-12.2%	0.3%	nt	9.1%	-3.6%	19.4%	nt	nt
CCOC(=O)N1CCN(C(=O)Cn2nc(C)n3nc(-c4ccccc4)cc3c2=O)CC1	0.8%	-0.4%	-5.6%	-3.4%	-21.4%	2.4%	-10.7%	5.7%	i
CCOC(=O)C1(Cc2cccc(OC)c2)CCCN(Cc2c(C)nn(C(C)C)c2C)C1 (configuration not stated)	-4.8%	-16.8%	6.3%	-0.5%	-2.9%	-28.6%	i	-0.1%	i
O=C(Nc1nc2cc3c(cc2s1)OCCO3)c1cccc(N2C(=O)CCC2=O)c1	-2.7%	-21.9%	0.7%	2.7%	-3.9%	?	-94.7%[inhibitor]	-4.5%	i
CC(C(=O)O)C(=O)O	-18.7%	-33.8%	4.3%	0.9%	3.1%	7.5%	-6.6%	-3.2%	i
COc1cc(C(=O)NCCC2=CCCCC2)ccc1OCc1c(C)noc1C	24.8%	-16.3%	-6.2%	-0.1%	14.8%	-7.8%	-13.9%	0.9%	i
CCN(C(=O)CN1C(=O)COc2ccc(S(=O)(=O)N3CCCCCC3)cc21)c1cccc(C)c1	7.4%	21.7%	-11.3%	-0.3%	-2.1%	?	-1.6%	2.0%	i
COc1ccccc1CNC(=O)Cn1c(=O)ccc2cc(S(=O)(=O)N3CCC(C)CC3)ccc21	-9.9%	43.3%	-11.0%	nt	7.3%	-23.1%	-1.1%	5.2%	nt
O=C(NCc1ccccc1)C(c1cccnc1)N(Cc1ccco1)C(=O)c1ccccn1 (configuration not stated)	8.7%	-1.7%	2.3%	-0.9%	-0.6%	-1.6%	i	-5.1%	i
CC(C)c1ccc(NC2CCCN(C(=O)CCc3cnn(C)c3)C2)cc1 (configuration not stated)	11.7%	12.9%	15.9%	1.6%	16.0%	?	i	4.9%	i
COc1ccc(C)cc1-n1nnnc1SC/C(O)=C(\C#N)c1nc2ccccc2[nH]1	6.4%	32.7%	10.0%	0.9%	-4.1%	6.1%	i	3.6%	i
O=C(Nc1nc2ccc(S(=O)(=O)N3CCCCC3)cc2s1)c1cccnc1	-3.8%	?	-7.8%	-0.6%	0.0%	10.4%	-7.6%	1.9%	i
CCCCCN(C(=O)CCC(=O)OCC(=O)NC1CCC(C)CC1)c1c(N)n(CCCC)c(=O)[nH]c1=O (configuration not stated)	3.6%	31.6µM*	1.7%	0.3%	3.7%	5.5%	i	-3.3%	i
CC(C)CN1CCN(Cc2ccc(C#CC(C)(C)O)cc2)CC1CCO (configuration not stated)	-7.6%	-3.3%	0.0%	-2.0%	12.4%[9.22 µM]	-30.6%	i	0.7%	i
Cc1cc(C)c(C#N)c(SCC(=O)N2CCN(Cc3ccccc3)CC2)n1	8.7%	-14.2%	-1.9%	-4.8%	2.6%	6.3%	-7.3%	-11.9%	i
CC1CCCCC1NC(=O)CN1CCN(Cc2ccccc2Cl)C1=O (configuration not stated)	15.9%	15.3%	-3.5%	-0.5%	-5.1%	-1.1%	i	-0.2%	i
COc1cc(OC)c(N(C)C(=O)Cn2ncc3c(=O)oc4ccccc4c32)cc1Cl	-1.3%	-39.0%	-5.4%	nt	9.7%	-2.8%	i	nt	nt
CCOc1ccc(S(=O)(=O)NN=C(C)c2cccnc2)cc1	15.7%	0.6%	2.3%	0.8%	1.1%	2.5%	-7.0%	0.6%[1.84 µM]	i
COc1cccc(NC(C)(C)c2nnnn2-c2c(C)cccc2C)c1	-17.0%	5.5%	-18.2%	0.9%	?	-30.5%	i	12.0%	i
CCc1nc2c(OCCc3cccc(OC)c3)cccn2c1N(C=O)Cc1ccccc1	-0.1%	22.8%	0.5%	nt	3.9%	?	-26.4%	0.9%	i

Record cards, from the list above. Order of screens: Abeta yeast res | FUS suppressor | GLP1R cytotox | Mm-Cpn inhibitor | TDP43 rescue | GLP1R inv ag | PTHR1 ag | aSyn yeast inh | pAkt inh
O=C(NCc1ccccc1)C(c1cccnc1)N(Cc1ccco1)C(=O)c1ccccn1 (configuration not stated) in the list: 8.7% | -1.7% | 2.3% | -0.9% | -0.6% | -1.6% | i | -5.1% | i
CCOc1ccc(S(=O)(=O)NN=C(C)c2cccnc2)cc1 in the list: 15.7% | 0.6% | 2.3% | 0.8% | 1.1% | 2.5% | -7.0% | 0.6%[1.84 µM] | i
CCCCCN(C(=O)CCC(=O)OCC(=O)NC1CCC(C)CC1)c1c(N)n(CCCC)c(=O)[nH]c1=O (configuration not stated) in the list: 3.6% | 31.6µM* | 1.7% | 0.3% | 3.7% | 5.5% | i | -3.3% | i

Going on with the list:
SMILES	Abeta yeast res	FUS suppressor	GLP1R cytotox	Mm-Cpn inhibitor	TDP43 rescue	GLP1R inv ag	PTHR1 ag	aSyn yeast inh	pAkt inh
COc1ccccc1/C=C/C(=O)NC(=S)N1CCOCC1	-2.0%	17.9%	?	-5.5%	-15.3%	-24.3%	i	1.8%	i
CC(OC(=O)c1ccc2c(c1)S(=O)(=O)c1ccccc1C2=O)C(N)=O (configuration not stated)	-11.3%	-13.7%	-0.8%	0.9%	1.8%	28.9%	-6.0%	-6.9%	i
CCC(C)NS(=O)(=O)c1ccc(NC(=O)c2ccc([N+](=O)[O-])cc2Cl)cc1 (configuration not stated)	-2.3%	4.4%	-3.1%	1.0%	15.5%	11.8%	-13.2%	0.7%	i
O=C(CCn1cccc1)NCc1ccccc1	0.0%	nt	1.3%	-0.7%	7.1%	3.5%	i	-13.7%	i
Cc1ccc2ncc(S(=O)(=O)c3ccccc3)c(N3CCCCC3C)c2c1 (configuration not stated)	24.2%&13.3%	?	-14.2%&0.6%	-12.1%	?	?	-16.7%	6.4%	i
O=C1CC(c2ccccc2)=Nc2ccccc2N1	5.6%	-0.8%	-7.0%	1.1%	27.1%	6.0%	-5.5%[57.5 µM]	-17.2%	i
O=C(CCCOC(=O)c1ccc(O)cc1O)c1ccc(F)cc1	10.2%	-0.3%	-16.7%	-0.7%	16.2%	?	-9.2%	-1.6%	i
CC(CNC(=O)c1ccc(NC2=NC3CS(=O)(=O)CC3S2)cc1)c1ccccc1 (configuration not stated)	3.0%	-12.3%	7.3%	1.1%	8.3%	-3.4%	i	1.6%	i
Cc1ccc2c(Cl)c(C(=O)NCCc3ccccc3)sc2c1	1.2%	-9.5%	-9.0%	-0.7%	1.1%	2.4%	i	0.9%	i
Cc1ccc(N2C(=O)c3ccccc3C2Nc2cccnc2)nc1 (configuration not stated)	2.5%	-27.7%	-5.6%	0.9%	5.9%	1.6%	-36.8%[inhibitor]	-6.2%	i
C=C(C)COc1ccc2c(c1)CCC1C2CCC2(C)C(=O)C(=NO)CC12 (configuration not stated)	-8.9%	nt	3.3%	nt	?	14.9%	-21.0%	23.1%	i
